# Screening data: PubChem BioAssay, National Center for Advancing Translational Sciences (NCATS)
# S-ASM inh – Inhibitors of Secretory Acid Sphingomyelinase (S-ASM): qHTS; Sphingomyelin phosphodiesterase (Homo sapiens), P17405; placental ASM, HMU-PC fluorogenic substrate, 60 min; Potency, µM (titrated, usually from 57.5 µM), inactives show top-dose activity change, negative = inhibition, hits mostly inhibitors; 340,000 tested, 0.006% active; note: potency is the fitted concentration of half-maximal effect
#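 qHTS format. ASM enzyme prepared from human placenta hydrolyses the fluorogenic substrate HMU-PC0 (9 uM final) over 60 min at 37 °C after a 10 min compound preincubation.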
# AT treatment – qHTS Assay for Identifying a Potential Treatment of Ataxia-Telangiectasia. AID 485349, 2010. 320,000 tested, 0.19% active. Potency, µM (top dose mostly 57.5 µM), for the others: at the highest dose activation, hits mostly activators. […] A-T fibroblasts, KAP-1 phosphorylation AlphaLISA; neocarzinostatin DNA damage 30 min before lysis; note: potency is the fitted concentration of half-maximal effect; % of control where 0% means no effect; nearly all actives have a fitted effect of over 45% in size
#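 hTERT-immortalized A-T patient fibroblasts ([…]), 500 cells/well in OPTI-MEM, 1% FBS, got compounds for 60 min, then NCS for 30 min at 37C. Lysates were then assayed for phospho-KAP-1 by AlphaLISA (anti-pKAP1 donor, anti-KAP1 acceptor beads), 6 hr at 25C.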
# MLL CXXC-DNA inh – qHTS Fluorescence Polarization Assay for Inhibitors of MLL CXXC domain - DNA interaction. Potency, µM (highest dose often 115 µM), inactives show at the top dose activity change, negative = inhibition, hits mostly inhibitors. 290,000 tested, 0.037% active. MLL-CXXC / FITC-HOXA9 DNA fluorescence polarization. Histone-lysine N-methyltransferase 2A (Homo sapiens), Q03164; active = well fitted inhibition curve with a large enough effect in the polarisation, with a control signal flat, not every such curve was filed as active; inconclusive = small, poorly fitted or top-dose-only effect, or effect the other way, or a change in a side signal; inactive = no such curve, though single readings can be large or run the other way; the % refers to the polarisation; note: potency is the fitted concentration of half-maximal effect
#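 Purified MLL-CXXC (added from a 7 uM solution) was preincubated 5 min at ambient with pinned compounds in 50 mM Tris-HCl pH 7.5, 50 mM NaCl, 1 mM DTT, 0.05% BSA. Fluorescein-labeled HOX-A9 DNA (50 nM solution) followed, 30 min, then polarization read.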
# TRPV1 agonist – HTS Assay for Compounds that Act as Agonists of the Vanilloid Receptor 1; activation, % at 8.33 µM; AID 540275, 2011; TRPV1-expressing cells, Fluo-8 calcium influx, agonist mode; 320,000 tested, 0.19% active; Transient receptor potential cation channel subfamily V member 1 (Homo sapiens), Q8NER1; in the data active = activation above about 80%; inconclusive = between about 30% and that limit; note: 0% is about no effect
#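 TRPV1-expressing cells were cultured overnight at 35.5C and loaded with Fluo-8 calcium dye for 40 to 90 min at room temperature. After a 10 s baseline, compound was added and calcium influx was read kinetically for 3 min (ex 480/em 520 nm).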
# hERG WT inh – qHTS for Inhibitors of KCHN2 3.1: Wildtype qHTS; Voltage-gated inwardly rectifying potassium channel KCNH2 (Homo sapiens), Q12809; U2OS, BacMam KCNH2, thallium flux FluxOr; hits give low values; activity change, % at 1.84 µM; 340,000 tested, 0.37% active; AID 720551, 2013;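 active = maximum activity change below -70%; inconclusive = maximum activity change between -70% and -50%; inactive = maximum activity change above -50%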; note: % is set by controls: 0 for no effect and ±100 for the full control effect
# Target sequence (Q12809 whole entry, looked up): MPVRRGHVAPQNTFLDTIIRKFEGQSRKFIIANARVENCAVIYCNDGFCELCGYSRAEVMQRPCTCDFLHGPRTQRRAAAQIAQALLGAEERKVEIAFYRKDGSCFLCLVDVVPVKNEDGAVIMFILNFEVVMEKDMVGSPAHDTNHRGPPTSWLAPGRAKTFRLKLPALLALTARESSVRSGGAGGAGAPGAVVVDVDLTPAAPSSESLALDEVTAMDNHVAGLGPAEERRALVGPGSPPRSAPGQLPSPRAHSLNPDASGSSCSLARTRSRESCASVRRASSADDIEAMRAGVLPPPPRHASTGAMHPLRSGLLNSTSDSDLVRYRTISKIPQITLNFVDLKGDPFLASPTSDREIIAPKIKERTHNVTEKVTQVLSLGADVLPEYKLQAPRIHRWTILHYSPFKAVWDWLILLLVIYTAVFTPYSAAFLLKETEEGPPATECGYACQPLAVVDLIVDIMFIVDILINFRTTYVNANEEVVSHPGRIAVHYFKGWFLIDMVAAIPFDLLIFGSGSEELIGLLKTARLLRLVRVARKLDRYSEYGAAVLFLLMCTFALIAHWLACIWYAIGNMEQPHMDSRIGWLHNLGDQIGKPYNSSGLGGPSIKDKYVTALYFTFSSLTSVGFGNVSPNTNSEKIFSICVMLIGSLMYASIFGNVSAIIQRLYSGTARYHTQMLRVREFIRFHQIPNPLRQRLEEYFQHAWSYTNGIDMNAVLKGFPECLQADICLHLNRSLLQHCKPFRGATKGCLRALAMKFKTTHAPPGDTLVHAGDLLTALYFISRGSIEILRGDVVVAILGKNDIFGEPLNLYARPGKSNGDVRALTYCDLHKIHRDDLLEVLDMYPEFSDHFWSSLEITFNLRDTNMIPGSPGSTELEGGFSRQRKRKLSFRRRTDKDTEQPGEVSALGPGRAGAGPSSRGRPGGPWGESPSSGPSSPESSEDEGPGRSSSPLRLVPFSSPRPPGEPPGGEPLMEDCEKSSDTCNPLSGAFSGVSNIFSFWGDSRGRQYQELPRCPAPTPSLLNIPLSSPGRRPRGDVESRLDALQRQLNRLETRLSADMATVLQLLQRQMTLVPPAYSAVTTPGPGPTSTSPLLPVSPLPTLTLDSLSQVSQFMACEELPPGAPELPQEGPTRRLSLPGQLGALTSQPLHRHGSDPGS
#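 U2OS cells were transduced with wild-type KCNH2 virus (2.03 x 10^8 / mL) for 4 h at room temperature, then cultured overnight at 37 C. Thallium flux was read with FluxOr dye. Rate constants were normalized to DMSO controls.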
# FBPA coupling cs – qHTS Assay for Inhibitors of Fructose-1,6-bisphosphate Aldolase from Giardia Lamblia: Coupling assay counterscreen | coupling enzyme system counterscreen, AmpLite Red fluorescence | activity change, negative = inhibition, % at 58.2 µM, hits read low | 290,000 tested, 0.67% active; in the data active = activity change below about -30%; note: % is set by controls: 0 for no effect and ±100 for the full control effect
#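 Activity here indicates interference with the coupling reaction, not aldolase inhibition. Compounds at 57.5 uM final met coupling enzymes for 10 min at RT; substrate and AmpLite Red detection followed, with a 525/598 nm fluorescence read after 20 min.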
# MBNL1-CUG inh – qHTS Assay for Inhibitors of MBNL1-poly(CUG) RNA binding; AID 2675, 2010; 280,000 tested, 0.036% active; Potency, µM (doses to about 57.5 µM), for the others: at the highest dose activity change, negative = inhibition, actives largely listed as inhibitors; TR-FRET MBNL1-His/biotin-(CUG)12 binding, 665/545 ratio; Muscleblind-like protein 1 (Homo sapiens), Q9NR56; active = well fitted inhibition curve with a large enough effect in the signal ratio, with a control signal flat, not every such curve was filed as active; inconclusive = small, poorly fitted or top-dose-only effect, or effect the other way, or a change in a side signal; inactive = no such curve, though single readings can be large or run the other way; the % refers to the signal ratio; note: potency is the fitted concentration of half-maximal effect; % is set by controls: 0 for no effect and ±100 for the full control effect
#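 Ratiometric TR-FRET (665 over 545 nm, excitation 340 nm) tracks disruption of MBNL1-His/biotin-(CUG)12 complex after 60 min at room temperature, with compounds at 92 nM to 58 uM final.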
# KCNH2 3.1 block – qHTS for Inhibitors of KCHN2 3.1: Mutant qHTS; Potassium voltage-gated channel subfamily H member 2, brain isoform KCNH2 3.1 (human); U2OS KCNH2 3.1, thallium flux FluxOr; hits give low values; 340,000 tested, 0.95% active; activity change, % (tested at about 1.8 µM); AID 720553, 2013;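 active = maximum activity change below -70%; inconclusive = maximum activity change from -70% to -50%; inactive = maximum activity change above -50%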;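 note: thallium influx rate constant from kinetic fluorescence after stimulation buffer; % is set by controls: 0 for no effect and ±100 for the full control effect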
#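 Normalized rate constant (relative to positive and negative DMSO controls) derived from a 2 min kinetic fluorescence read after stimulation; U2OS cells expressing the 3.1 isoform via virus at 1.77 x 10^8 /mL.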
# GALK inh – qHTS Assay for Inhibitors of Human Galactokinase (GALK). P51570. Purified GALK, Kinase-Glo residual ATP luminescence. Potency, µM (highest dose often 57.5 µM), for inactives: at the top dose activity change, negative = inhibition, hits mostly inhibitors. 270,000 tested, 0.007% active. AID 1868, 2009; note: potency is the fitted concentration of half-maximal effect; % is set by controls: 0 for no effect and ±100 for the full control effect
#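 ATP-depletion format; final 35 uM ATP, 100 uM D-galactose, 5 nM enzyme; pH 8.0 HEPES/Mg2+ buffer; 60 min RT; luminescence read 10 min after detection reagent.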
# a7 integrin act – qHTS for Activators of Integrin-Mediated Alleviation for Muscular Dystrophy; AID 624291, 2012; Potency, µM (highest dose often 38.3 µM), inactives show top-dose activation, most hits filed as activators; 350,000 tested, 0.064% active; alpha7betagal myoblasts, beta-gal FDG fluorescence, 48 h;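 note: potency is the fitted concentration of half-maximal effect; 100% = response of the positive control SU9516; nearly all actives have a fitted effect of over 60% in size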
#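 Alpha7betagal+/- myoblasts (passage 13) were plated 16-24 hr, then exposed to compounds (1:260 dilution of DMSO stock) for 48 hours at 37C. After MPER lysis, β-galactosidase reporter activity was read as FDG fluorescence (ex 480/em 540) after 30 minutes.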
# The depositor's hits bear a star; u = inconclusive; x = not tested or not shown; [ ] = another dose, or the depositor's remark. Unless noted, calls come from the whole dose curve; as a rule, active = well fitted curve in the direction sought with a large enough effect; inconclusive = small, poorly fitted or top-dose-only effect, or another doubt; inactive = no such curve, though single readings can be large; an effect the other way counts as inactive or inconclusive.
# Results follow in this order: S-ASM inh	AT treatment	MLL CXXC-DNA inh	TRPV1 agonist	hERG WT inh	FBPA coupling cs	MBNL1-CUG inh	KCNH2 3.1 block	GALK inh	a7 integrin act
1: CCN(c1ccccc1)S(=O)(=O)c1ccc(OC)c(NC(=O)CNCC(C)O)c1 (stereo not given)
 : -0.5%	x	-11.6%	-0.3	0.5	2.9	2.2%	0.0	-0.8%	8.8%
2: Cc1ccc(S(=O)(=O)Cc2ccc(C(=O)N3CCCCCC3)o2)cc1
 : -3.0%	13.0%	-6.9%	3.6	41.8	8.1	-9.5%	4.5	1.4%	-1.4%
3: COc1ccc(NC(=O)CN(C)C(=O)c2cc(-c3ccc(C)o3)nc3ccccc23)cc1
 : x	8.9%	x	-3.7	7.5	x	x	-21.8	x	-11.4%
4: CC(=O)N(C(C)=O)c1nc(-c2ccccc2)cn1/N=C/c1ccccc1
 : -2.4%	-30.8%	-1.4%	21.6	2.0	-6.2	11.1%	-8.5	1.9%	-22.6%
5: CC(C)c1nnc(NC(=O)CS(=O)(=O)c2ccccc2)s1
 : 1.5%	6.4%	5.8%	1.1	-4.0	0.9	-4.7%	-6.5	6.0%	-9.2%
6: O=C(Nc1cccc(Cl)c1)N1CCN(c2ncccn2)CC1
 : -0.5%	4.7%	0.8%	x	-2.6	1.9	8.5%	0.5	-1.1%	2.6%
7: CC(=O)Nc1ccc(OCC(O)Cn2c3ccccc3c3ccccc32)c(C)c1 (stereo not given)
 : u	-0.4%	10.2%	-1.6	6.3	-3.2	14.0%	-24.7	3.5%	-39.0%[inhibitor]
8: COc1ccccc1C(=O)Nc1c2c(nn1-c1cccc(C)c1C)CS(=O)(=O)C2
 : -1.7%	-0.4%	23.3%	5.2	-4.9	2.5	6.0%	-14.1	0.6%	-12.4%
9: Cc1nnc(SCC(=O)Nc2ccccc2)n(N)c1=O
 : -2.4%	6.7%	1.5%	1.4	-6.3	3.4	-4.8%	-4.2	7.6%	13.6%
10: CCOC(=O)C1CCCN(C(=O)C2CCN(C(=O)Nc3ccccc3)CC2)C1 (stereo not given)
 : 0.9%	2.2%	x	-1.1	0.0	x	x	-7.1	x	-18.5%
11: CCOC(=O)c1ccc(NC(=O)CN2C(=O)CCC2=O)cc1
 : -2.0%	1.2%	-1.5%	-4.2	1.3	1.1	u	0.8	0.3%	9.1%
12: O=C(COC(=O)c1ccccc1NCCO)Nc1ccc(S(=O)(=O)NC2=NCCCCC2)cc1
 : x	x	x	x	-5.0	x	x	11.5	x	21.9%
13: COc1ccccc1-n1cnnc1SC(C)C(=O)Nc1ccc(NC(C)=O)cc1 (stereo not given)
 : -0.7%	1.2%	-7.6%	2.0	7.3	2.0	-3.5%	9.2	1.3%	0.0%
14: C=CCOc1ccc(/C=C/C(=O)OCC(=O)N2CCCc3ccccc32)cc1
 : -1.9%	8.7%	x	-3.2	3.4	x	x	-2.4	x	-2.0%
15: COCCCNC(=O)Cn1nnc(-c2ccc(NC(=O)c3ccccc3OC)cc2)n1
 : -0.3%	5.8%	2.2%	-0.7	5.9	0.9	35.6%[activator]	6.9	5.5%	-18.3%
16: CCC(C)(C)NC(=O)Nc1cc(Cl)ccc1OC
 : 0.8%	0.9%	0.9%	3.6	1.3	-4.6	-3.7%	-80.9*	5.5%	-17.8%
17: O=S(=O)(c1ccccc1)N1N=C(c2cccs2)CC1c1ccc(F)cc1 (stereo not given)
 : -0.4%	5.2%	0.1%	0.9	5.3	-4.7	-4.7%	0.3	-0.1%	7.0%
18: COc1ccc(S(=O)(=O)N(CC(=O)NC2CCCC2)c2ccccc2OC)cc1
 : 0.3%	-5.6%	8.5%	-2.5	-5.5	x	-1.6%	-13.0	0.2%	-5.0%
19: O=C1C2ON(c3ccccc3)C(c3cccnc3)C2C(=O)N1c1ccc(Cl)c(Cl)c1 (stereo not given)
 : -10.5%	12.4%	0.8%	5.7	2.6	0.5	0.4%	u	0.7%	-12.9%
20: CCOc1ccc(NC(=O)CCSc2ccc3ccccc3n2)cc1
 : -6.2%	0.7%	0.7%	8.0	-12.1	-0.1	u	-4.0	-2.5%	-13.6%
21: CC1(c2nnc(Cc3ccccc3)o2)CC(c2ccc([N+](=O)[O-])cc2)=NO1 (stereo not given)
 : -4.9%	36.4%	-4.6%	8.1	x	2.1	u	x	-1.7%	-26.0%
22: CCN(Cc1ccccc1)C(c1ccc(C)cc1)c1nnnn1C(C)(C)C (stereo not given)
 : -1.7%	x	5.8%	13.7	16.0	2.1	6.5%	-2.9	1.5%	-31.8%
23: CN(C)c1cc(-c2cccc(C(F)(F)F)c2)oc(=O)c1Cl
 : 6.0%	x	x	x	5.0	x	x	-7.4	x	-0.6%
24: CCCCn1c(N)c(N(CCOC)C(=O)c2ccc(C)c(S(=O)(=O)N3CCOCC3)c2)c(=O)[nH]c1=O
 : 3.7%	7.0%	x	1.9	-3.2	x	x	3.8	x	4.1%
25: O=C(CN1C(=O)NC2(CCCC2)C1=O)N1CCN(S(=O)(=O)c2cccc(F)c2)CC1
 : x	-3.4%	0.4%	-3.4	-6.2	x	-4.8%	6.1	3.8%	1.9%
26: O=C(O)c1ccc(-c2nnn(Cc3cccc(C(F)(F)F)c3)n2)cc1
 : 6.2%	6.9%	6.6%	-4.7	2.9	24.1	1.2%	13.4	3.8%	7.3%
27: CC1CN(C(=O)c2cc(S(=O)(=O)N3CCCC3)ccc2Cl)CC(C)O1 (stereo not given)
 : 2.8%	12.9%	3.2%	3.4	-11.3	1.5	-8.5%	-5.5	5.2%	29.4%
28: O=C(/C=C/c1ccco1)OCC(=O)c1cccc([N+](=O)[O-])c1
 : 5.8%[11.5 µM]	-1.7%	14.5%	2.2	5.8	-1.0	u	4.1	-1.9%	-22.8%
29: CC(=O)c1ccc(OCc2cc(C(=O)N(C)Cc3cc(C)no3)no2)cc1
 : -0.9%	0.4%	-2.1%	2.5	-18.4	x	2.2%	-0.1	-1.7%	-28.4%
30: COc1ccc(NC(=O)CC2Sc3ncnn3C2=O)cc1 (stereo not given)
 : -0.3%	2.7%	0.5%	0.1	-12.2	1.0	-3.4%	7.2	-0.6%	-52.3%[inhibitor]
31: O=c1nc2ccccc2c2n1CC(CN1CCN(C(c3ccccc3)c3ccccc3)CC1)N2 (stereo not given)
 : -0.4%	0.0%	-3.2%	23.5	-15.3	0.1	-5.7%	-4.7	-1.4%	-20.2%
32: Cc1ccc(N)c(C(=O)CCCCC(=O)O)c1
 : 5.6%	-3.7%	0.6%	8.1	-8.0	5.2	-4.4%	16.5	1.0%	17.2%
33: CC(C)(C)NC(=O)CN(C(=O)C(=O)Nc1ccc2c(c1)OCCO2)C1CC1
 : -1.1%	4.3%	0.6%	-3.5	-3.1	-0.1	2.2%	41.5	0.7%	-5.8%
34: CC1CCN(CCCNC(=O)c2ccc(Cn3c(=S)[nH]c4ccc(Br)cc4c3=O)cc2)CC1
 : x	-3.0%	13.0%	11.3	x	1.3	-1.7%	x	-1.9%	x
35: Oc1ccc(Oc2ncc(Cl)cc2Cl)cc1
 : -3.9%	-4.6%	3.1%	-1.3	3.8	-0.1	-4.4%	-4.3	-7.6%	-10.3%
36: COc1ccc(N(C(=O)C(C)C)S(=O)(=O)c2cccc3cccnc23)cc1
 : -3.2%	6.3%	-0.4%	6.3	-5.2	-1.2	x	2.1	0.0%	12.5%
37: CNC(=S)N/N=C/c1cc(C)n(-c2ccc(Cl)c(Cl)c2)c1C
 : u	3.4%	-3.9%	-2.2	-16.9	0.3	6.3%[11.5 µM]	-4.1	x	-17.0%
38: COc1ccc(NC(=O)CN2C(=O)C(C)Oc3ccccc32)cc1 (stereo not given)
 : -0.6%	7.6%	-4.4%	3.9	3.0	-0.1	2.3%	13.9	1.2%	0.4%
39: CCOc1ccc(NC(=O)C2CCC(CNc3c(N4CCCCC4)c(=O)c3=O)CC2)cc1 (stereo not given)
 : 1.4%	-4.6%	-6.7%	6.1	-1.2	2.4	-7.1%	-6.6	-1.5%	u
